# LmPK inhibitor: qHTS Assay for Inhibitors of Leishmania Mexicana Pyruvate Kinase (LmPK) | Q27686 | purified LmPK, Kinase-Glo ATP luminescence, 1 h | Potency, µM (highest dose often 57.5 µM), without a hit: top-dose activity change, negative = inhibition, most hits filed as inhibitors | hit rate 0.37% among 290,000 | AID 1721, 2009; note: potency is the fitted concentration of half-maximal effect
# Target sequence (Q27686 whole entry, looked up): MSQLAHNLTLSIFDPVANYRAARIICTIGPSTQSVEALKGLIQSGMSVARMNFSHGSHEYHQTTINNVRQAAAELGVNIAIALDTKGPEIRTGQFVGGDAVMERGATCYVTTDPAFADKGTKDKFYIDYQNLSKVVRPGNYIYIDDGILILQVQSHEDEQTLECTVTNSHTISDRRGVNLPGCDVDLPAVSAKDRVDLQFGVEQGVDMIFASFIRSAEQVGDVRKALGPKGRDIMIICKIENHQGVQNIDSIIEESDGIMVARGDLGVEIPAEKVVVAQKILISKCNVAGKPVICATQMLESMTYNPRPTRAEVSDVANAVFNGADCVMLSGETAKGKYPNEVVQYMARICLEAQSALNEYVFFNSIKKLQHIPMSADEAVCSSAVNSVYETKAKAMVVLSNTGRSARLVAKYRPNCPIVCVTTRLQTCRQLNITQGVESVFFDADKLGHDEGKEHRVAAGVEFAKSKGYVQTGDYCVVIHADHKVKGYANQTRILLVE
#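 qHTS format; LmPK 0.1 nM; substrates PEP 0.5 mM and ADP 0.1 mM. One-hour room-temperature incubation, then coupled luciferase luminescence; 0.5 nM enzyme wells mark activation.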
# AmpC no deterg: qHTS Inhibitors of AmpC Beta-Lactamase (assay without detergent) | P00811 | Potency, µM (top dose mostly 57.1 µM), without a hit: at the top dose activity change, negative = inhibition, actives largely listed as inhibitors | hit rate 0.52% among 330,000 | AmpC nitrocefin hydrolysis, absorbance 480 nm, 0.0001% Triton;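 note: potency is the fitted concentration of half-maximal effect; plate controls were no compound for no effect and no enzyme for full effect; nearly all actives have a fitted effect of over 20% in size; some results filed as inactive show a strong effect at the top dose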
# Target sequence (P00811 whole entry, looked up): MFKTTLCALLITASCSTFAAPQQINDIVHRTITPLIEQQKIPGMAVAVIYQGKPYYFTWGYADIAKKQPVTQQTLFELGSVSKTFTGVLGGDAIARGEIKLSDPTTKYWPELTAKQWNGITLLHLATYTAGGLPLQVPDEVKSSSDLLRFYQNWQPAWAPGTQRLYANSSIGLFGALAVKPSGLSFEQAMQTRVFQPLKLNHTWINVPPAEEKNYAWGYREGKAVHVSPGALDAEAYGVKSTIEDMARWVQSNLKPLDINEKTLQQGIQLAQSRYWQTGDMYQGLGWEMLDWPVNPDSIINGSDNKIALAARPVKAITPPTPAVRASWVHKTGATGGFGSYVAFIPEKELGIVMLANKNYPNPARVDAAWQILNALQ
#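 20 mM phosphate pH 7.0 + 0.01% (detergent screen) or 0.0001% Triton X-100; 5.3 nM AmpC reagent; cpd preinc 15 min RT; nitrocefin (800 uM stock) to start; A480 q20 s × 4 min; Activity was normalised to no-enzyme and no-compound control wells.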
# Tb PYK inh: qHTS of Trypanosoma Brucei Inhibitors | pyruvate kinase (Trypanosoma brucei), Q57TT1 | TbPYK enzyme, Kinase-Glo Plus ATP luminescence, 45 min | Potency, µM (series often up to 76.8 µM), without a hit: at the top dose activity, negative = inhibition, most hits filed as inhibitors | hit rate 0.12% among 410,000; note: potency is the fitted concentration of half-maximal effect; nearly all actives have a fitted effect of over 50% in size
#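 Luminescence from Kinase-Glo Plus, added after a 45-minute room-temperature reaction, served as the end-point read-out. The enzyme and substrate were preincubated with compound before ADP (130 uM final) initiated turnover. Concentration-effect curves came from normalized qHTS data.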
# AMA1-RON2 inh: qHTS for Inhibitors of AMA1-RON; Towards Development of Antimalarial Drug Lead: Primary Screen | Plasmodium falciparum AMA1 (3D7) - RON2 peptide interaction | AlphaScreen AMA1-biotinylated RON2 peptide binding | Potency, µM (highest dose often 58.2 µM), for the others: at the highest dose activity change, negative = inhibition, most hits filed as inhibitors | hit rate 0.2% among 360,000 | AID 720542, 2013;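 note: potency is the fitted concentration of half-maximal effect; 0% = vehicle wells and -100% = peptide control; nearly all actives have a fitted effect of over 45% in size; some results filed as inactive show a strong effect at the top dose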
#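 AMA1 (3D7) with his tag at 25 nM final met compounds first, then biotinylated RON2 peptide at 25 nM; detection used donor plus acceptor beads, 10 µg/mL apiece, read by AlphaScreen after 30 min at room temperature.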
# AmpC detergent: qHTS Inhibitors of AmpC Beta-Lactamase (assay with detergent) | P00811 | AmpC hydrolysis of nitrocefin, absorbance 480 nm, 0.01% Triton | Potency, µM (highest dose often 114 µM), for the others: at the top dose activity change, negative = inhibition, most hits filed as inhibitors | hit rate 0.041% among 370,000 | AID 485294, 2010;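 note: potency is the fitted concentration of half-maximal effect; 0% = no-compound wells and -100% = no-enzyme wells; nearly all actives have a fitted effect of over 25% in size; some results filed as inactive show a strong effect at the top dose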
#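 AmpC (5.3 nM in the dispensed reagent) in 20 mM phosphate pH 7.0 with 0.01% (detergent screen) or 0.0001% Triton X-100 was preincubated with compounds for 15 min at room temperature. Nitrocefin was then added from an 800 uM solution, and hydrolysis was followed at 480 nm.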
# HCV inh: qHTS Assay for Inhibitors of Hepatitis C Virus (HCV); Huh7.5.1 HCVcc-Cre infection, luciferase reporter, 44 h; Potency, µM (top dose mostly 41.8 µM), for the others: top-dose activity change, negative = inhibition, most hits filed as inhibitors; hit rate 3.4% among 340,000; AID 651820, 2012; note: potency is the fitted concentration of half-maximal effect
#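 Luciferase read-out (15 sec integration) after a 15 min room-temperature substrate step quantifies HCVcc-Cre infection. Cells, 1,000 per well, had compound added 4 h post-plating, then virus at ~0.5 moi, and were cultured 44 h.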
# HCMV antiviral: qHTS Assay for inhibitors of the human cytomegalovirus (HCMV) | HFF cells, HCMV-luciferase reporter, 72 h; active compounds read low | activity change, negative = inhibition, % at 57.5 µM | hit rate 4.5% among 410,000 | AID 1259415, 2018; in the data active = activity change below about -60%; inconclusive = no clear call, values can overlap the other calls; inactive = above about -39%
#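 Steps: HFFs plated, 16 h 37C; compounds added; HCMV-luciferase added to MOI 1 PFU/cell; 72 h 37C; OneGlo reagent, 5 min room temperature; luminescence read, normalized to controls.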
# * = called active by the depositor; ? = inconclusive; nt = not tested or not shown; & = joins results of further samples; [ ] = remark or other dose. Unless noted, calls come from the whole dose curve; as a rule, active = well fitted curve in the direction sought with a large enough effect; inconclusive = small, poorly fitted or top-dose-only effect, or another doubt; inactive = no such curve, though single readings can be large; an effect the other way counts as inactive or inconclusive. Unless noted, % is set by controls: 0 for no effect and ±100 for the full control effect.
(1) COc1ccc2c(c1)O/C(=C\c1ccco1)C2=O
(2) COc1ccc2c(c1)c1c(c(=O)n(Cc3ccccc3)c(=O)n1Cc1ccc(C)cc1)n2C
(3) COc1cc(C(=O)N/N=C(\C)c2ccccn2)cc(OC)c1OC
(4) O=C(COc1ccc(/C=N/NC(=O)c2ccccc2Br)cc1)Nc1ccccc1
(5) COc1ccc(-c2cc(CNc3nc(NC(C)C)nc4cc(-c5ccccc5)sc34)on2)cc1
(6) Cc1cc(C)cc(C(=O)NCCCc2ccccc2)c1
Compound	1	2	3	4	5	6
LmPK inhibitor	-8.4%	nt	-9.4%	-5.5%	nt	1.4%
AmpC detergent	-7.3%	0.0%	0.9%	?	nt	-5.6%
Tb PYK inh	-11.4%	-0.6%	-1.7%	-1.3%	3.6%	-10.0%
AMA1-RON2 inh	-22.6%	nt	12.4%	-2.0%	-20.7%	10.8%
HCV inh	1.7%	nt	-24.7%	-28.0%	nt	-0.3%
AmpC no deterg	-22.5%	nt	13.3%	-45.0%	nt	20.8%
HCMV antiviral	29.1	0.3	-88.0*	-4.5	-99.0*	-30.4

# Reprinted from the part before: four compounds; new compounds follow.
(3) COc1cc(C(=O)N/N=C(\C)c2ccccn2)cc(OC)c1OC
(4) O=C(COc1ccc(/C=N/NC(=O)c2ccccc2Br)cc1)Nc1ccccc1
(5) COc1ccc(-c2cc(CNc3nc(NC(C)C)nc4cc(-c5ccccc5)sc34)on2)cc1
(6) Cc1cc(C)cc(C(=O)NCCCc2ccccc2)c1
(7) N/C(Cc1ccc(Cl)cc1)=N\OC(=O)c1ccccc1
(8) CC(C)CCN1C(=O)c2ccc(C(=O)Nc3ccccn3)cc2C1=O
(9) COC(=O)c1cnn(-c2ccc(F)cc2F)c1/C=N/NC(=S)NC(C)(C)C
(10) COc1ccccc1NC(=O)CN(C)S(=O)(=O)c1cccc2cccnc12
(11) CCCN(Cc1cc2ccc(C)cc2[nH]c1=O)C(=O)c1ccccn1
(12) Cc1ccc(C(=O)NCc2ccncc2)cc1S(=O)(=O)N1CCOCC1
Compound	3	4	5	6	7	8	9	10	11	12
LmPK inhibitor	-9.4%	-5.5%	nt	1.4%	3.1%	-3.6%	4.1%	-1.1%	2.6%	-0.1%
AmpC detergent	0.9%	?	nt	-5.6%	?	4.4%	5.8%	1.3%&15.2%	-16.9%	?
Tb PYK inh	-1.7%	-1.3%	3.6%	-10.0%	0.5%	-12.3%	-22.4%	1.0%&0.0%	-21.7%	-0.1%
AMA1-RON2 inh	12.4%	-2.0%	-20.7%	10.8%	-8.8%	-16.4%	29.3%	-0.6%	1.8%	-5.0%
HCV inh	-24.7%	-28.0%	nt	-0.3%	-0.6%	-3.5%	3.2%	15.9%	?	2.3%
AmpC no deterg	13.3%	-45.0%	nt	20.8%	-20.7%	-31.2%	-13.1%	-9.2%	-12.1%	-0.2%
HCMV antiviral	-88.0*	-4.5	-99.0*	-30.4	33.0	9.5	-31.9	-21.9&-13.1	35.9	-3.7

(13) Cc1cccc2sc(NC(=O)C3CCN(S(=O)(=O)c4cc([N+](=O)[O-])ccc4Cl)CC3)nc12
(14) COc1nc(NCCN2CCOCC2)nc(Nc2ccccc2)n1
(15) Cc1ccc(S(C)(=O)=O)cc1C(=O)NC(C)C1CC2CCC1C2 (stereo unspecified)
(16) CN(C(=O)c1ccco1)c1ccccc1C(=O)O
(17) COc1ccc(-c2csc(NC(CO)c3nc4ccccc4n3Cc3ccc(C)cc3)n2)cc1 (stereo unspecified)
(18) COc1ccc(C(=O)CC(C#N)c2ccc3c(c2)OCO3)cc1OC (stereo unspecified)
Compound	13	14	15	16	17	18
LmPK inhibitor	1.6%	1.7%	-6.0%	2.1%	nt	nt
AmpC detergent	-3.9%	?	0.4%	7.0%	nt	nt
Tb PYK inh	-8.1%	-3.2%	-2.6%	4.0%	-1.0%	2.0%
AMA1-RON2 inh	?	-3.9%	18.6%	7.6%	96.5%[activator]	-8.0%
HCV inh	?	23.4%	7.0%	19.1%	-24.5%	nt
AmpC no deterg	-41.0%	-9.5%	-0.8%	-15.8%	nt	nt
HCMV antiviral	-16.7	41.4	-16.4	-11.5	4.5	-6.0

(19) CC(C)C(c1nnnn1C(C)(C)C)N1CCC(Cc2ccccc2)CC1 (stereo unspecified)
(20) O=C(CNC(=O)c1ccccc1F)OCc1csc(-c2ccccc2)n1
(21) Cc1cc(C)c2sc(C)[n+](CCCS(=O)(=O)[O-])c2c1
(22) Cc1cc(=O)n2[nH]c(N)c(N=Nc3ccccc3)c2n1
(23) CN1CCN(C(=O)CCC(=O)O)CC1
(24) O=C1NC(=S)CN1c1ccccc1
Compound	19	20	21	22	23	24
LmPK inhibitor	4.8%	-3.4%	-2.1%	-11.2%	-3.7%	-3.3%
AmpC detergent	?	4.3%	-2.3%	?	-8.0%	-0.7%
Tb PYK inh	-6.0%	-2.0%	?	-2.4%	3.5%	?
AMA1-RON2 inh	-7.4%	0.0%	4.3%	0.0%	-2.8%	41.2%[activator]
HCV inh	-25.7%	8.6%	0.8%	-6.6%	8.2%	4.7%
AmpC no deterg	68.3%[activator]	-30.7%	-10.0%	-23.5%	-20.5%	-32.0%
HCMV antiviral	?	18.4	-33.1	22.9	-9.5	-11.1

(25) O=C(COC(=O)COc1ccccc1[N+](=O)[O-])Nc1cccc(Br)c1
(26) Cc1c(C(=O)O)sc(S(=O)(=O)N2CCN(C(=O)Cc3ccc(F)cc3)CC2)c1C(=O)O
(27) CCC(C)N1CCN(S(=O)(=O)c2ccc(NC(C)=O)cc2)CC1 (stereo unspecified)
(28) Cc1nc(C)c(C(=O)C2=C(O)C(=O)N(CCCn3ccnc3)C2c2ccccc2)s1 (stereo unspecified)
(29) CSc1nc2sc3c(c2c(=O)n1-c1ccc(F)c(Cl)c1)CCN(C(C)=O)C3
(30) O=c1[nH]cc(S(=O)(=O)N2CCN(c3cccc(Cl)c3)CC2)c(=O)[nH]1
Compound	25	26	27	28	29	30
LmPK inhibitor	-0.9%	nt	-0.1%	-0.3%	nt	nt
AmpC detergent	-22.9%	5.5%	6.3%	-12.7%	9.8%	-9.1%
Tb PYK inh	0.5%	-9.2%	-0.5%	2.0%	1.8%	0.3%
AMA1-RON2 inh	5.6%	-5.0%	1.1%	-0.9%	nt	-8.1%
HCV inh	30.1%	33.3%[activator]	13.1%	5.3%	nt	1.9%
AmpC no deterg	-19.4%	-9.3%	-17.9%	-22.9%	nt	1.3%
HCMV antiviral	6.3	-16.9	-1.1	36.4	-8.3	-11.0

(31) O=C(CN1C(=O)c2cccc([N+](=O)[O-])c2C1=O)NNC(=O)c1ccc(F)cc1
(32) CCOC(=O)C1=C(N)N2C(=O)C(C)SC2=C(C(=O)OCC)C1c1cc(OC)c(OC)c(OC)c1 (stereo unspecified)
(33) CN(C)S(=O)(=O)n1cc(/C=C(\NC(=O)c2ccccc2Cl)C(=O)N2CCCC2)c2ccccc21
(34) COc1ccccc1OCCNC(=O)/C=C/c1ccc([N+](=O)[O-])cc1
(35) Cc1ccc2oc(C(=O)Nc3nnc(CC(C)C)s3)c(C)c2c1
(36) CCN(CC(O)Cn1c2ccccc2c2ccccc21)S(=O)(=O)c1ccc(C)cc1 (stereo unspecified)
Compound	31	32	33	34	35	36
LmPK inhibitor	nt	0.5%	-1.4%	8.7%	-4.7%	-1.5%
AmpC detergent	nt	-3.7%	?	-21.2%	-2.9%	-6.2%
Tb PYK inh	3.9%	-8.5%	7.0%	1.3%	-0.9%	-4.5%
AMA1-RON2 inh	89.0%[activator]	94.8%[activator]	-10.3%	-0.5%	0.7%	1.2%
HCV inh	18.9%	1.3%	13.7%	-9.4%	13.1%	3.16µM*
AmpC no deterg	-10.6%	7.7%	85.4%[activator]	-10.6%	-14.1%	-12.9%
HCMV antiviral	-8.6	-24.8	?	21.7	-0.3	12.0

(37) Cc1ccc(S(=O)(=O)CC(=O)Nc2cccc(C)n2)cc1
(38) COC(=O)C(=O)/C=C(\O)c1ccc(C)cc1
(39) Cc1ccc2oc(=O)c3cnn(CC(=O)NCc4ccccc4Cl)c3c2c1
(40) Cc1c(C(=O)NCCNc2ncc(C(F)(F)F)cc2Cl)cccc1[N+](=O)[O-]
(41) Cc1ccc(CN2CC(C(=O)Nc3cccc(S(=O)(=O)N4CCCCC4)c3)CC2=O)cc1 (stereo unspecified)
(42) O=C(NCC(c1ccc(F)cc1)N1CCOCC1)c1cccnc1Sc1ccccc1Cl (stereo unspecified)
Compound	37	38	39	40	41	42
LmPK inhibitor	-1.5%	-3.5%	nt	4.7%	1.3%	nt
AmpC detergent	-6.9%	1.6%	1.8%	-1.2%	-7.2%	?
Tb PYK inh	0.0%	6.0%	-2.1%	5.3%	-9.6%	0.2%
AMA1-RON2 inh	-1.8%	-4.1%	nt	-10.9%	-7.0%	52.9%[activator]
HCV inh	8.9%	1.2%	nt	11.2µM*	2.7%	11.5%
AmpC no deterg	-22.5%	-48.9%	nt	18.6%	14.0%	127.6%[activator]
HCMV antiviral	28.1	-6.9	-4.1	-7.8	-27.9	-23.4

(43) CCOC(=O)c1cccc(NC(=O)CSc2nc3cccnc3n2C)c1
(44) CN1CCc2c(sc3nc(SCC(N)=O)n(-c4ccc(Cl)cc4)c(=O)c23)C1
(45) COc1ccc(CC(=O)Oc2ccc(C)cc2Br)cc1OC
(46) CSc1ccc(CCNC(=O)c2cc(C)nc3c2c(C)nn3-c2ccccc2)cc1
(47) COc1ccc(CNC(=O)C2CC(c3cccc(OC)c3)=NO2)cc1 (stereo unspecified)
(48) O=C(c1ccccc1Cl)N(Cc1ccc(Br)cc1)N1C(=O)CCCC1=O
Compound	43	44	45	46	47	48
LmPK inhibitor	3.1%	0.4%	-0.4%	nt	1.4%	-1.7%
AmpC detergent	?	-2.8%	-10.0%	-2.8%	-6.1%	-8.3%
Tb PYK inh	2.4%	2.7%	3.6%	3.9%	1.0%	1.8%
AMA1-RON2 inh	-14.1%	2.1%	-16.8%	nt	-1.1%	-5.2%
HCV inh	?	?	9.6%	nt	11.9%	12.1%
AmpC no deterg	-5.9%	36.9%	84.1%[activator]	nt	-1.2%	78.8%[activator]
HCMV antiviral	?	?	-0.5	19.4	-2.2	-21.6

# Screens: PubChem BioAssay, National Center for Advancing Translational Sciences (NCATS)
